Screening data deposited in PubChem by NCI.
NCI-60 one-dose screen, 48 h, at 10 µM unless noted. Numbers give growth in % (100 = growth as untreated, 0 = no growth, -100 = all killed).
HS 578T – HS 578T breast cancer. 78,000 tested, 4.1% active. AID 1794788
MDA-MB-468 – MDA-MB-468 breast cancer; 78,000 tested, 8.5% active
BT-549 – BT-549 breast cancer; 78,000 tested, 4.4% active
MDA-MB-231 – MDA-MB-231 breast cancer; 81,000 tested, 5% active
T-47D – T-47D breast cancer | 79,000 tested, 5% active
K-562 – K-562 leukemia; 78,000 tested, 7.4% active
LOX IMVI – LOX IMVI melanoma. 79,000 tested, 7.4% active
MCF7 – MCF7 breast cancer | 82,000 tested, 6.3% active | AID 1794796
Numbers without * were called inactive; x = no result given; & = joins results of further samples; ! = not active in a repeat; [ ] = another dose, or the depositor's remark. How the source made its calls: active means growth percent below 10; inactive means the rest. Only part of the results is shown; the hit share may differ from the screen's.

Start of the data: the first 2 records as a preview:
Structure	MDA-MB-468	MCF7	LOX IMVI	MDA-MB-231	HS 578T	K-562	BT-549	T-47D
CC12CCC3C(C/C(=N\OC(=O)c4ccc(N(CCCl)CCCl)cc4)C4=CC(=O)CCC43C)C1CCC2=O (configuration not stated)	79	67	83	51	56	58	67	51
CCOP(=O)(CC=O)OCC	99[100 µM]	106[100 µM]	102[100 µM]	126[100 µM]	95[100 µM]	114[100 µM]	118[100 µM]	100[100 µM]

The whole of this part, from the start:
Structure	MDA-MB-468	MCF7	LOX IMVI	MDA-MB-231	HS 578T	K-562	BT-549	T-47D
CC12CCC3C(C/C(=N\OC(=O)c4ccc(N(CCCl)CCCl)cc4)C4=CC(=O)CCC43C)C1CCC2=O (configuration not stated)	79	67	83	51	56	58	67	51
CCOP(=O)(CC=O)OCC	99[100 µM]	106[100 µM]	102[100 µM]	126[100 µM]	95[100 µM]	114[100 µM]	118[100 µM]	100[100 µM]
CC(C)C1NCCc2cc(O)c(O)cc21 (configuration not stated)	107	92	100	105	97	85	106	61
CC(=O)OC1CCC2(C)C(=CCC3C4CC(CN5CC5)C(=O)C4(C)CCC32)C1 (configuration not stated)	2.0*	15	44	100	88	x	97	-12*
Cc1cccc(N(C)c2cccc3c2C(=O)[Se]C3)c1C	17	50	38	54	59	48	52	73
C/C(=C\c1ccc(Cl)c(Cl)c1)[N+](=O)[O-]	-78*!	-85*!	-75*!	-26*!	103&83	0.8*!	103&76	-79*!
CCC/C=C\CC/C=C/C=C/[C@H]1CCC[C@@H](CCCCO)N1	100	92	85	109	116	91	104	103
Cc1ccc(C(OC2CC3CCC(C2)N3C)c2ccccc2)cc1 (configuration not stated)	49	72	85	59	103	70	106	78
C/C1=C\[C@H](C)C[C@H](C)OC(=O)C[C@H](c2ccc(O)cc2)NC(=O)[C@@H](Cc2c(Br)[nH]c3ccccc23)N(C)C(=O)[C@H](C)NC(=O)[C@@H](C)C1	x	9.5*	-33*	-33*	-40*	0.3*	-77*	4.5*
COc1cc2c(c(Br)c1OC)[C@@H]1N(CC2)C(=O)c2ccccc2[C@]1(C)C(=O)O	104	95	103	99	112	101	114	110
COc1c(O)c2c3c(c1OC)-c1ccccc1CC3N(C)CC2 (configuration not stated)	120	100	99	96	110	92	x	100
Cc1cccc(CC#N)c1	100	92	91	102	113	95	95	85
CO[C@@H]([CH2][Hg][S]C#N)[C@@H]([CH2][Hg][S]C#N)OC	98	31	x	96	99	47	107	116
CCOP(=S)(N/N=C1/CCCC(C)C1)OCC (configuration not stated)	96	98	88	87	x	100	133	119
CCCCCCCCOP(OCCCCCCCC)OCCCCCCCC	103	105	98	96	107	102	109	99
CCCCCCCCC(=O)NCc1ccc(O)c(OC)c1	97&105	95&103	91&98	104&118	94&104	95	103&101	91&89
CC(C)COC(C[N+](=O)[O-])C(Cl)(Cl)Cl (configuration not stated)	112	99	103	111	119	100	106	111
O=C(Cl)N1CCOCC1	98	90	107	106	103	102	104	106
O=C(Nc1cccc(Cl)c1)OCC#CCN1CCCC1	107	103	97	102	97	90	138	102
Nc1ccc(Oc2ccc(N)cc2)cc1	95	94	102	93	x	89	x	92
ClCCN(CCCl)c1ccc(C=Nc2ccc(/C=C\c3ccnc4ccccc34)cc2)cc1	44	37	83	87	x	63	58	57
CCCNP(=S)(NCCC)NCCC	104	95	101	96	103	92	114	92
CC(=O)Oc1ccc(Cl)cc1	94	87	90	96	90	94	98	94
CCOP(=O)(OCC)Oc1cc(C)c(N(C)C)c(C)c1	98	101	100	105	152	99	123	97
C#CC1(O)CCCC1	100	102	99	109	103	109	104	94
CN1C(=O)N(C)C(O)C(Cl)(Br)C1=O (configuration not stated)	105	86	100	107	106	103	103	82
O=C(NCCS(=O)OO)c1ccccc1 (configuration not stated)	107	93	94	109	103	106	102	94
c1cc(CCN2CCCC2)ccn1	118	95	100	121	109	47	104	97
CC(Cl)CN(Cc1cc(O)c(CN(CC(C)Cl)CC(C)Cl)cc1O)CC(C)Cl (configuration not stated)	61	62	62	84	123	81	85	65
CCOC(=O)N(C(C)C)[N+](=O)[O-]	97	100	75	114	117	98	102	93
CCOC(=O)C1C(C=C(C)C)C1(C)C (configuration not stated)	107	112	104	106	115	155	104	115
Cc1cc(C)c(C[N+](C)(C)C)c(C)c1C	16	-11*	-28*	-13*	1.0*	7.2*	7.6*	-0.4*
CCCCSSC(Cl)(Cl)Cl	88	92	105	102	104	96	106	95
CC/C(=N/OC(=O)N(C)C)c1ccccc1	110	95	97	128	109	95	94	96
Nc1ccc([As](=O)(O)O)cc1	100	89	107	122	112	106	110	99
CCC(C)C#N (configuration not stated)	111	94	98	101	100	110	106	97
CCOC(=O)[C@@H](C)C[C@H](Cc1ccccc1)NC(=O)c1csc([C@@H](C[C@H](C(C)C)N(C)C(=O)CNC(=O)[C@H]2CCCCN2C)OC(C)=O)n1	28	18	34	15	3.0*	6.7*	31	47
C[C@@]12C[C@H](O)CCN1CCc1ccccc12	118	96	96	100	118	95	97	89
O=C(CC1(O)C(=O)Nc2ccc(F)cc21)c1ccc(C(=O)NCC2CCC3(CC2)OOC2(CCCCC2)OO3)cc1 (configuration not stated)	48	61	39	42	74	15	78	30
CC(NC(=O)C(Cl)Cl)C(=O)O (configuration not stated)	98	100	97	103	100	101	108	91
COCCOCn1c(NN(C)C)c(C(N)=O)c2c(N)ncnc21	x	100	109	111	104	97	113	102
C/C(CC(C)(C)N1CC1)=N\O	102&112	96&97	93&96	110&105	101&106	109	109&99	94
Cc1cc(Cl)nc(N)n1	97&118	106&103	103&106	94&117	106&103	110&116	107	98&101
COc1cc2c(c(OC)c1OC)-c1ccc([O-])c(=O)cc1[C@@H](NC(C)=O)CC2.COc1cc2c(c(OC)c1OC)-c1ccc([O-])c(=O)cc1[C@@H](NC(C)=O)CC2.[Cu+2]	2.0*	11	36	35	x	2.8*	13	41
Nc1ccc(CCNS(=O)(=O)c2cccc(S(=O)(=O)F)c2)cc1	99	90	96	117	106	93	88	106
CCCCOP(=O)(CC(C)C#N)OCCCC (configuration not stated)	100	97	96	119	101	96	108	94
O=C(CN1CCCCC1)c1ccc(-c2ccccc2)cc1	110	98	94	102	109	92	80	84
O=C1C=CC(=Nc2cc(Cl)c(O)c(Cl)c2)C=C1	99&73	101&81	90&78	93&90	99&103	95&55	104&83	101&74
CNCCc1ccc(O)c(O)c1	103	100	x	83	93	120	x	94
[N-]=[N+]=Nc1ccc(C(=O)O)cc1	122	102	98	104	99	x	109	95
Clc1ccc(C(c2ccccc2Cl)C(Cl)(Cl)Cl)cc1 (configuration not stated)	81	108	98	111	103	68	118	94
[N-]=[N+]=NC[C@H]1O[C@](O)(CO)[C@@H](O)[C@@H]1O	107	95	93	100	95	97	88	84
CCCCN(CCCC)CC(O)c1ccc(Cl)c(Cl)c1 (configuration not stated)	96	102	101	112	88	102	123	109
CC1(C)C(=O)C2(I)CCC1C2 (configuration not stated)	x	93	106	105	131	101	118	104
O=C(O)C(Br)C(Br)C(=O)O (configuration not stated)	98	98	96	105	102	83	98	90
C=CC12CN(C)C3C4COC(CC41)C1(C(=O)Nc4ccccc41)C32 (configuration not stated)	111	90	98	106	108	x	67	96
COC(=O)C1=COC(C)C2CN3CCc4c([nH]c5cc(OC)ccc45)C3CC12 (configuration not stated)	115	103	100	103	x	115	107	102
COc1ccc(CC(=O)C2C(=O)N(C)c3ccccc32)cc1OC (configuration not stated)	117	109	102	108	109	x	116	x
C[C@]12CC[C@H]3[C@@H](C=CC4=CC(=O)CC[C@@]43C)[C@@H]1CC[C@@H]2O	108	108	x	93	70	95	x	100
C/C(=C\c1ccn(-c2ccc(N)cc2C(F)(F)F)n1)[C@@H]1C[C@@H]2O[C@]2(C)CCC[C@H](C)[C@H](O)[C@@H](C)C(=O)C(C)(C)[C@@H](O)CC(=O)O1	29	16	26	16	-11*	6.1*	27	39

Next section.
Structure	MDA-MB-468	MCF7	LOX IMVI	MDA-MB-231	HS 578T	K-562	BT-549	T-47D
COc1ccc(N(CC(=O)NCCC[Te]c2ccccc2)C(=O)CNC(=O)OC(C)(C)C)cc1	93	8.7*	18	1.6*	12	97	-48*	109
ClC1CN2CCC1CC2 (configuration not stated)	118	98	107	111	109	130	106	99
CC(=O)O[C@H]1CC[C@H]2[C@@H]3CC=C4c5nc(-c6ccccc6)sc5CC[C@]4(C)[C@H]3CC[C@]12C	57	68	30	64	64	8.1*	65	52
C[N+](C)(C)Cc1ccccc1C[N+](C)(C)C	101	91	92	99	112	101	104	x
COC(=O)[C@]12CCC(C)(C)C[C@H]1[C@H]1C(=O)C[C@@H]3[C@@]4(C)C[C@@]5(CC(C)(C)[C@@H]4CC[C@@]3(C)[C@]1(C)CC2)OO[C@@](C)(C(F)(F)F)O5	84	82	96	95	100	88	111	81
CCCCCCOC(CN(C)C)C(Cl)(Cl)Cl (configuration not stated)	151	94	105	111	103	106	94	102
O=C1C(=Cc2cn(Cc3ccccc3)c3ccccc23)C(=O)N(Cc2ccccc2)C(=O)N1Cc1ccccc1	-72*	80	87	89	91	81	118	52
CCC/C(=N/OC(=O)N(C)C)c1ccccc1	105	102	x	104	108	116	x	106
COP(=O)(OC)/C(=C/c1c[nH]c2ccccc12)C(=O)O	107	93	96	91	105	x	99	99
CN(N=O)c1ccccc1	105	107	100	116	108	99	x	100
CC(C)c1cc(Cl)cc(C(C)C)c1OCCN(C)C	100	92	94	90	105	100	106	79
C[C@]12C=CC(=O)C=C1CC[C@@H]1[C@@H]2[C@H](O)C[C@@]2(C)[C@H]1CC[C@]2(C)O	113	98	100	118	102	91	105	107
CCc1cccc(CC)c1NC(=O)NCCN1CC1	96	97	92	109	103	122	135	104
COC(=O)C1(c2cccs2)CCN(C)CC1	99	89	98	103	102	109	104	102
C#Cc1cccc(NC(=O)Nc2cccc(NS(=O)(=O)F)c2)c1	117[8.25 µM]	92[8.25 µM]	105[8.25 µM]	97[8.25 µM]	104[8.25 µM]	100[8.25 µM]	102[8.25 µM]	102[8.25 µM]
CCCCCNC(Cc1ccccc1)c1ccc(O)cc1 (configuration not stated)	98	91	86	72	103	97	105	90
COc1ccc(/C=C/C(=O)c2nc3ccccc3n2Cc2ccc(F)cc2)cc1OC	85	43	x	x	x	60	93	63
C=CC[C@]1(O)CCC2C3CCC4=CC(=O)CCC4=C3C=C[C@@]21C (some centres not stated)	100	121	90	105	82	61	104	110
CC(=O)N1N=C(c2ccc(Br)cc2)CC1c1sc(N(CCCl)CCCl)nc1Cl (configuration not stated)	98	99	96	86	88	69	89	70
O=[N+]([O-])/C=C/c1ccc(Cl)cc1[N+](=O)[O-]	-56*	-69*	-94*	58	-6.6*	9.3*	x	-6.4*
N#CCO	96	99	100	107	110	107	105	98
COC(=O)[C@@H](C)C[C@H](Cc1ccccc1)NC(=O)c1nc([C@@H](C[C@H](C(C)C)N(C)C(=O)[C@@H](NC(=O)[C@H]2CC(=O)CCN2C)C(C)C)OC(C)=O)sc1C(C)C	7.5*	25	15	6.4*	9.7*	12	-11*	83
CCCC1C(=O)NC(=O)NC1=O	105	86	96	101	109	106	99	106
NC(N)=N/N=C/C/C=N/N=C(N)N	101	103	112	108	x	108	108	114
CCNC(Cc1ccccc1)c1ccccc1 (configuration not stated)	100	105	99	106	100	99	115	113
CCC1(c2ccc(N)cc2)CCC(=O)NC1=O (configuration not stated)	108	105	109	106	114	104	92	110
O=C(N/N=C/c1ccc(N(CCCl)CCCl)cc1)c1cccc2ccccc12	56	35	61	87	69	39	67	73
CC1(C)S[C@H]2CC[C@H]3OC(=O)[C@@H]1N23	96	103	103	121	112	111	85	104
CCCCCNC1C2[N+]3=c4c5c(c(O)c6c4=C(C=N6)CC3)NCCC51C(O)C(Br)C2(O)O (configuration not stated)	95	89	88	110	97	97	102	95
O=NN(Cc1ccccc1)Cc1ccccc1	99	110	100	114	104	144	64	106
IC1c2ccccc2C1I (configuration not stated)	107	99	97	91	117	94	104	93
C[As](=O)(O)c1ccc(C(=O)O)cc1	100	100	115	102	113	122	117	110
C1CC2OC2CC1C1CO1 (configuration not stated)	100	96	107	116	x	108	112	101
O[C@H](CN1CC1)[C@@H](O)CN1CC1	9.4*	42	45	109	97	66	82	48
CN1CCC(c2c[nH]c3ccccc23)C1 (configuration not stated)	116	95	88	103	113	109	110	97

By substructure, the compounds so far containing fluorine
Structure	MDA-MB-468	MCF7	LOX IMVI	MDA-MB-231	HS 578T	K-562	BT-549	T-47D
O=C(CC1(O)C(=O)Nc2ccc(F)cc21)c1ccc(C(=O)NCC2CCC3(CC2)OOC2(CCCCC2)OO3)cc1 (configuration not stated)	48	61	39	42	74	15	78	30
Nc1ccc(CCNS(=O)(=O)c2cccc(S(=O)(=O)F)c2)cc1	99	90	96	117	106	93	88	106
C/C(=C\c1ccn(-c2ccc(N)cc2C(F)(F)F)n1)[C@@H]1C[C@@H]2O[C@]2(C)CCC[C@H](C)[C@H](O)[C@@H](C)C(=O)C(C)(C)[C@@H](O)CC(=O)O1	29	16	26	16	-11*	6.1*	27	39
COC(=O)[C@]12CCC(C)(C)C[C@H]1[C@H]1C(=O)C[C@@H]3[C@@]4(C)C[C@@]5(CC(C)(C)[C@@H]4CC[C@@]3(C)[C@]1(C)CC2)OO[C@@](C)(C(F)(F)F)O5	84	82	96	95	100	88	111	81
C#Cc1cccc(NC(=O)Nc2cccc(NS(=O)(=O)F)c2)c1	117[8.25 µM]	92[8.25 µM]	105[8.25 µM]	97[8.25 µM]	104[8.25 µM]	100[8.25 µM]	102[8.25 µM]	102[8.25 µM]
COc1ccc(/C=C/C(=O)c2nc3ccccc3n2Cc2ccc(F)cc2)cc1OC	85	43	x	x	x	60	93	63
